From PubChem
Gli-Sufu antag – antagonists of Gli-Sufu signaling | hit rate 0.74% among 340,000 | AID 588413 | Sufu-KO-LIGHT fibroblasts, Gli luciferase reporter luminescence | inhibition, % at 5 µM;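 active = inhibition above about 55%, limit read from the data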;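 note: 0% = DMSO-treated cells and 100% = wells with medium but no cells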
UBC13 inh – inhibitors of human UBC13 polyubiquitin chain formation. AID 485273. hit rate 0.47% among 330,000. TR-FRET. P61088. inhibition, % at 20 µM; in the data active = inhibition above about 45%, passing the limit was not always enough
697 NFkB inh – lowers PMA/ionomycin-induced NF-kB signal in 697 B cells | AID 435022 | inhibition, % at 4 µM | hit rate 0.33% among 330,000 | 697 B-cell NF-kB luciferase reporter, 16 h; in the data active = inhibition above about 35%
Jurkat NFkB inh – lowers PMA/ionomycin-induced NF-kB signal in Jurkat cells; PMA/ionomycin-induced NF-kB luciferase reporter, luminescence; AID 435003; hit rate 0.53% among 330,000; inhibition, % at 4 µM
SENP8 block – blocks the human protease SENP8; AID 2540; Q96LD8; inhibition, % at 10 µM; hit rate 1.2% among 330,000; purified SENP8, Z-RLRGG-aminoluciferin cleavage, luminescence
Target sequence (Q96LD8 whole entry, looked up): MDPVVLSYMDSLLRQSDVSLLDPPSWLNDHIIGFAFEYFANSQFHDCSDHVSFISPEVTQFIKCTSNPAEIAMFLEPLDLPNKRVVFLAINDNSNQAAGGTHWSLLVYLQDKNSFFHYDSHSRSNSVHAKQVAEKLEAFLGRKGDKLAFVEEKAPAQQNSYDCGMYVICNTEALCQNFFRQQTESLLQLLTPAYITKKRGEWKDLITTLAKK
HKDC1 inhibitor – inhibitors of human hexokinase HKDC1; Q2TB90; recombinant HKDC1, G6PDH/diaphorase resazurin coupled fluorescence; inhibition, % at 20 µM; hit rate 0.16% among 340,000;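 active = inhibition above about 35% when tested at 20 µM, limit read from the data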;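 note: plate controls were DMSO wells with enzyme for no effect and DMSO wells lacking enzyme for full effect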
Target sequence (Q2TB90 whole entry, looked up): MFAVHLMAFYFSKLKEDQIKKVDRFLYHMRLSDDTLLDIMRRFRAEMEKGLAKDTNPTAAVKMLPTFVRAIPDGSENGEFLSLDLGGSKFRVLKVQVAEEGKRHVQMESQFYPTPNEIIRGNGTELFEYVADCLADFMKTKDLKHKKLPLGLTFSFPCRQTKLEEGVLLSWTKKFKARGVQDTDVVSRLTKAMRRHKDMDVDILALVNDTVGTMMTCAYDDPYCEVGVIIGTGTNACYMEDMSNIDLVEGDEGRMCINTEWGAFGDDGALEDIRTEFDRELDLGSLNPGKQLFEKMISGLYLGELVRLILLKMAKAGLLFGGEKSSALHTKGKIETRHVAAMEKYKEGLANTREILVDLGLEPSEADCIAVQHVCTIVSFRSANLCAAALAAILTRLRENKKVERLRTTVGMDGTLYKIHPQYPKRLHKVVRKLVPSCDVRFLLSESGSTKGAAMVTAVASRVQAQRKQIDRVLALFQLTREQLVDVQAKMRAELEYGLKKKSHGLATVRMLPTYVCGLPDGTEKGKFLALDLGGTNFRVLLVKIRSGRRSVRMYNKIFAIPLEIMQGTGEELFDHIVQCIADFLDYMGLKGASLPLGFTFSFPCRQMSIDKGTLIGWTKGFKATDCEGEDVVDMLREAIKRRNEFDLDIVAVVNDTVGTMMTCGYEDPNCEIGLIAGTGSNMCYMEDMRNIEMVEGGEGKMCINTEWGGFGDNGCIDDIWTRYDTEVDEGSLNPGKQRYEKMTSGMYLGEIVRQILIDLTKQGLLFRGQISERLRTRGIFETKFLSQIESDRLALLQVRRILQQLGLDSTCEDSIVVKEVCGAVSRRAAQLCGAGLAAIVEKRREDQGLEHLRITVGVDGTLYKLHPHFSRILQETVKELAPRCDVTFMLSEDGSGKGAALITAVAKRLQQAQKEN
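Material: recombinant HKDC1 hexokinase; Amount: HKDC1 at 5 µg/mL; Medium: Tris pH 8.0 buffer with MgCl2, Tween-20, BSA, BME; Schedule: 90 min reaction incubation at room temperature, dark; Technique: coupled resazurin fluorescence, excitation 525 nm, emission 613 nm.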
SENP7 inh – blocks the human protease SENP7; recombinant SENP7, Z-RLRGG-aminoluciferin luminescence, 40 min; inhibition, % at 5 µM; Q9BQF6; hit rate 1.5% among 330,000;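 active = inhibition above about 50% at the single test dose, limit read from the data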;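 note: plate controls were DMSO with enzyme for no effect and no enzyme buffer wells for full effect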
Apaf-1 inh – inhibitors of human Apaf-1 apoptosome | reconstituted apoptosome caspase-3 activity, DEVD-Rh110 fluorescence | inhibition, % at 20 µM | hit rate 0.71% among 330,000 | AID 489030; active = inhibition of at least 40% at 20 µM;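 note: plate controls were DMSO wells for no effect and DEVD-CHO caspase inhibitor wells for full effect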
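System: reconstituted apoptosome with Apaf-1, cytochrome c, caspase-9, procaspase-3, dATP; Signal: Rh110 fluorescence intensity; Schedule: 30 min compound preincubation, 50 min activation, room temperature; Reagent: cytochrome c trigger plus (Z-DEVD)2-Rh110 caspase-3 substrate.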
* marks the source's active call; other numbers are inactive results; x = not tested or not shown. Cut-off read from the data, not from the text of the source, unless noted: active = inhibition above about 50%; inactive = the rest.

SMILES	Gli-Sufu antag	UBC13 inh	697 NFkB inh	Jurkat NFkB inh	SENP8 block	HKDC1 inhibitor	SENP7 inh	Apaf-1 inh
CCCn1c(=O)c(-c2ccccc2)c(O)c2ccccc21	4.3	5.0	2.8	-6.3	-3.6	3.7	1.9	5.3
Cc1noc(C)c1COC(=O)[C@@H](NC(=O)c1ccccc1Cl)C(C)C	-9.7	3.2	6.2	-2.1	5.1	-12.6	-1.6	10.4
O=S1(=O)[C@H]2C[C@H](CO)O[C@@]2(CO)CN1Cc1ccc(-c2cccc(Cl)c2)cc1	-2.2	x	2.1	x	x	-0.6	-4.8	20.0
Cc1c(Cl)ccc2c(C(=O)O)cc(-c3ccccc3)nc12	1.3	-7.2	17.9	4.7	-2.3	2.1	6.8	-8.1
O=c1c(C=NCCCO)c(-c2ccccc2)[nH]n1-c1nc2ccccc2s1	10.5	3.0	37.0*	28.2	0.1	-4.2	-6.0	3.0
Cc1ccc(C)c(S(=O)(=O)N=Nc2c(O)[nH]c3ccccc23)c1	-12.1	-6.1	5.1	2.4	-3.7	-17.3	9.1	2.7
CC1CCc2c(c3ccccc3n2C(=O)CCl)C1 (configuration not stated)	0.5	-8.4	-12.8	-0.3	-2.3	45.6*	-1.9	14.1
O=C(COC(=O)CCC(=O)c1cccs1)NC1CC1	1.5	3.8	20.5	3.7	0.3	-2.5	-8.1	-6.7
CC1CCc2cc(F)ccc2N1C(=O)CSc1nnc2c(n1)[nH]c1ccc(F)cc12 (configuration not stated)	9.2	-10.6	16.9	6.7	5.5	-0.2	6.3	-0.7
Cc1cc(C)cc(NC(=O)NCc2ccccn2)c1	-3.2	5.2	6.5	-18.0	-6.3	-3.8	5.2	1.3
O=C(Nc1ccc(OC(F)(F)F)cc1)C1CCCN(C(=O)c2ccc(Cl)cc2)C1 (configuration not stated)	5.4	1.8	3.9	0.7	-10.6	-3.5	2.2	20.9
O=C(Cc1ccccc1)NN1C(=O)/C(=C/c2ccc(C(=O)O)cc2)SC1=S	4.5	-12.4	13.1	-5.9	-15.0	-1.6	-14.0	0.0
CCOC(=O)c1c(/N=C/C2C(=O)CC(C)(C)CC2=O)sc(C)c1C	-20.8	-1.4	-8.8	-14.2	2.8	-3.3	1.8	-6.7
CC1CN(c2nc3ccccn3c(=O)c2/C=C(\C#N)C(N)=O)CC(C)O1 (configuration not stated)	-1.0	-3.1	-13.8	-28.1	-7.3	-7.3	-13.9	0.1
CC1CCc2nn(CC(=O)NC3CCCC(C)C3C)cc2C1 (configuration not stated)	-2.2	-0.1	-5.7	-9.8	-1.8	0.3	16.6	3.0
CN(C)c1cccc(C(=O)N2CCCC(CCC(=O)NCc3ccccc3F)C2)c1 (configuration not stated)	3.2	-3.5	-13.7	9.7	3.7	-2.6	-6.0	10.9
Cc1cc(NC(=O)COC(=O)c2cccc(OCc3ccccc3)c2)no1	-25.9	-0.7	-2.5	-8.8	-6.5	-11.2	0.2	-4.8
O=C(NCc1ccco1)C(NS(=O)(=O)c1cccc2nsnc12)c1ccccc1 (configuration not stated)	-0.3	-18.1	14.6	-16.8	2.2	0.5	2.2	4.7
Cc1ccc(/C=N/NC(=O)c2cc(C)oc2C)o1	3.9	-13.0	11.0	-15.3	-9.4	-9.2	-9.1	3.0
Cc1ccc(-c2nc(SCC(=O)NCC3CCCO3)c(-c3ccc(Cl)cc3)[nH]2)cc1 (configuration not stated)	4.5	7.7	13.1	-14.6	3.4	1.8	-2.7	7.6

697 NFkB inh: entries above that show a hit.
compound | UBC13 inh | 697 NFkB inh | Jurkat NFkB inh | HKDC1 inhibitor | SENP7 inh
O=c1c(C=NCCCO)c(-c2ccccc2)[nH]n1-c1nc2ccccc2s1 | 3.0 | 37.0* | 28.2 | -4.2 | -6.0

Other structures follow:
SMILES	Gli-Sufu antag	UBC13 inh	697 NFkB inh	Jurkat NFkB inh	SENP8 block	HKDC1 inhibitor	SENP7 inh	Apaf-1 inh
CCCCOC(=O)c1cccnc1	0.6	3.4	16.9	-3.4	4.2	-2.7	-0.6	1.7
CN(C)CCOc1nc(-c2ccccc2)nc2c1oc1ccccc12	4.5	7.7	6.8	-6.0	-6.0	-3.5	-3.2	4.4
CCOc1ccc(-c2c(C(=O)N/N=C/c3ccc(OC(C)C)cc3)nnn2-c2nonc2N)cc1	1.4	-11.9	4.1	-15.1	-0.8	-5.3	5.5	13.4
CC(=O)c1sc(NC(=O)c2ccccc2F)nc1-c1ccccc1	-86.4	-8.1	-113.5	-72.7	-14.7	-0.8	7.2	12.5
CC(C)N1CCc2c(sc(NC(=O)c3ccc(S(=O)(=O)N4CCc5ccccc54)cc3)c2C(N)=O)C1	10.0	50.4*	-32.3	5.8	4.3	4.2	-5.4	45.6*
Cc1ccccc1C(=O)NNC(=O)c1ccc2nc[nH]c2c1	-11.1	-2.7	22.2	2.5	-3.7	7.8	7.3	3.0
CN(C(=O)/C=C/c1ccc(F)cc1)C1CCCCC1	-73.7	3.6	-141.6	-90.2	-11.0	-6.7	-3.0	-3.5
Cc1cc(=O)[nH]c(SCC(=O)Nc2ccc(S(=O)(=O)N3CCOCC3)cc2)n1	7.8	-2.5	-1.9	-12.7	-1.7	-0.6	1.2	-0.3
CCCCOc1ccc(C(=O)Nc2ccc(C)cc2[N+](=O)[O-])cc1	-33.0	10.2	-18.2	-12.3	-9.9	-11.8	7.8	9.4
CN(C#N)c1nccc(-c2cccs2)n1	-15.2	11.6	17.6	-1.0	-0.9	-6.1	-1.0	-11.8
Cc1nc2cc(NS(=O)(=O)c3ccc(Br)cc3)ccc2n1C	14.9	8.3	5.1	2.4	-1.6	-6.7	4.8	-2.7
Cc1cccnc1NC(=O)C1CCC1	5.2	-5.2	-9.2	2.2	-11.7	-0.7	8.8	-4.9
CCN(CC)c1ccc2cc(C(N)=O)c(=N)oc2c1	-0.6	-278.0	7.7	-16.9	5.4	-3.4	2.2	3.5
O=C1C=C(Nc2ccc(O)cc2)CC(c2ccco2)C1 (configuration not stated)	-12.4	7.6	11.5	12.5	6.1	5.2	4.4	-9.1
CC(=O)N1C(=O)C2(C(C#N)=C(N)Oc3c2c(C)nn3-c2ccccc2)c2ccccc21 (configuration not stated)	-1.4	-37.3	13.0	15.6	1.8	7.3	0.5	7.2
O=C1Nc2ccc(S(=O)(=O)N3CCCC3)c3cccc1c23	10.8	-4.1	30.6	-3.1	-0.2	-5.2	2.6	-11.1
COc1ccc(CN(C)C(=S)Nc2ccc(OC(F)F)cc2)cc1	0.8	0.2	1.2	-9.2	-1.6	-9.4	11.2	1.7
Cc1cc(NC(=O)c2cccc(C)c2[N+](=O)[O-])no1	-22.3	2.9	-2.3	8.9	-1.1	-7.0	3.3	-4.1
CC(C)Oc1ccc(N2C(=O)c3ccccc3C2=O)cc1	-16.3	2.1	-27.0	0.4	-16.1	-4.8	12.2	-2.6
O=C(Nc1cccc(S(=O)(=O)NC2=NCCCCC2)c1)c1cc(-c2ccco2)nc2ccccc12	7.0	24.8	11.2	-1.3	7.5	3.2	5.8	10.2
COc1ccc(C(=O)Nn2c(CCC(=O)O)ccc2-c2ccc(C)cc2)cc1OC	3.4	-4.3	3.9	-4.4	-5.7	-9.4	-3.3	-2.1
COC(=O)C1(Cc2cc(-c3ccccc3)no2)CCN(C(=O)OC(C)(C)C)CC1	4.5	7.7	-16.6	-12.4	0.7	1.1	-2.2	16.9
CCOc1ccc(S(=O)(=O)NCCC(=O)OCC(=O)c2ccc[nH]2)cc1	16.7	-6.7	-19.9	-7.1	2.8	-1.3	-2.8	5.5
CCNC(=S)N/N=C/c1ccc(F)cc1	x	-12.7	-23.0	-4.9	-6.2	x	0.8	4.3
Cn1c(=O)c2c(nc(CN3CCN(c4ccccc4)CC3)n2Cc2c(F)cccc2Cl)n(C)c1=O	5.4	-8.2	-21.7	14.1	-13.0	3.0	-6.8	13.5
CCC(CC)C(=O)Nc1cccc(-c2ccc3nncn3n2)c1	7.0	7.5	-5.0	11.9	1.0	-1.6	-1.9	-2.2
NC(=O)c1cc2ccccc2o/c1=N/NC(=O)c1cccs1	-4.6	-22.8	-0.5	-3.1	-6.0	-5.9	-5.3	0.5
O=c1c2c(ncn2C2CCCC2)n(Cc2ccccc2)c(=O)n1CCOc1ccccc1	12.1	-4.5	-0.6	-5.5	-6.7	-1.5	7.6	13.0
Cc1onc(-c2ccccc2Cl)c1C(=O)Nc1ccc(Cl)cn1	-1.4	3.6	19.5	-2.7	-7.4	-3.3	-0.5	5.9
Fc1ccc(NC(=S)NCCc2ccccn2)cc1	-0.5	7.7	-30.9	-5.6	-3.7	-6.9	1.6	-17.8
CCOc1cc(N2CCOCC2)c(OCC)cc1NC(=O)c1ccccc1	-2.0	-8.4	7.6	-1.5	-8.0	-1.7	-11.3	-0.4
COc1ccc(CNC(=O)c2cc(-n3cnnc3)ccc2Cl)cc1	-8.0	-0.1	17.1	-3.3	-14.7	-5.0	-8.2	6.0
COCCN(C(=O)CSc1nc2ccc(C)cc2[nH]1)c1c(N)n(Cc2ccccc2)c(=O)[nH]c1=O	-11.4	1.1	21.4	-10.5	4.9	-1.6	-0.4	0.5
CC(=O)Nc1ccc(S(=O)(=O)NCC(=O)OCC(=O)NC(=O)C2CCCCC2)cc1	1.5	-1.5	-13.2	-4.8	-2.0	-7.6	-1.1	9.0
O=C(Cc1ccccc1)N/N=C/c1cccc([N+](=O)[O-])c1	-6.6	9.8	-27.2	-5.8	-2.7	-5.2	12.1	-8.4
O=[N+]([O-])c1ccc(-c2csc(N/N=C/c3cccnc3)n2)cc1	-1.5	-23.3	10.8	-7.5	6.0	35.6*	-0.6	-15.4
COc1ccccc1C(=O)NC(=O)COC(=O)CCOc1ccc(C)cc1	-8.9	-3.3	-0.3	4.4	-4.7	0.8	-9.0	13.9
CC(C)(C)N(NC(=O)OCc1ccccc1)C(=O)c1ccccc1	-2.9	7.6	12.7	5.2	5.8	-11.6	3.5	-7.8
CCOCCCNCC(=O)Nc1ccc(OC(F)(F)F)cc1	-3.3	-1.9	-8.5	-0.6	-2.1	-1.8	1.5	-10.5
COc1ccc(/C=N/NC(=O)CSCC(=O)Nc2ccccc2)cc1OC	2.7	0.2	18.5	-5.0	-1.6	-3.7	-1.8	-16.0
COC(=O)c1ccc(C(=O)OC)c(NC(=O)COC(=O)CCOc2ccc(C)cc2)c1	-13.4	2.6	2.1	-6.0	-18.1	-3.2	-13.5	21.0
CCOC(=O)C1(CC2CC2)CCN(Cc2ccc(OC)cc2F)CC1	21.3	3.2	11.1	-3.0	-0.1	13.8	-0.6	-10.7
NNc1nc(-c2ccccc2)c2cc(Br)ccc2n1	-0.5	4.9	-1.9	19.3	2.3	10.2	6.5	11.0

Of the compounds above, 8 have an NH in an aromatic ring:
SMILES	Gli-Sufu antag	UBC13 inh	697 NFkB inh	Jurkat NFkB inh	SENP8 block	HKDC1 inhibitor	SENP7 inh	Apaf-1 inh
O=c1c(C=NCCCO)c(-c2ccccc2)[nH]n1-c1nc2ccccc2s1	10.5	3.0	37.0*	28.2	0.1	-4.2	-6.0	3.0
Cc1ccc(C)c(S(=O)(=O)N=Nc2c(O)[nH]c3ccccc23)c1	-12.1	-6.1	5.1	2.4	-3.7	-17.3	9.1	2.7
CC1CCc2cc(F)ccc2N1C(=O)CSc1nnc2c(n1)[nH]c1ccc(F)cc12 (configuration not stated)	9.2	-10.6	16.9	6.7	5.5	-0.2	6.3	-0.7
Cc1ccc(-c2nc(SCC(=O)NCC3CCCO3)c(-c3ccc(Cl)cc3)[nH]2)cc1 (configuration not stated)	4.5	7.7	13.1	-14.6	3.4	1.8	-2.7	7.6
Cc1ccccc1C(=O)NNC(=O)c1ccc2nc[nH]c2c1	-11.1	-2.7	22.2	2.5	-3.7	7.8	7.3	3.0
Cc1cc(=O)[nH]c(SCC(=O)Nc2ccc(S(=O)(=O)N3CCOCC3)cc2)n1	7.8	-2.5	-1.9	-12.7	-1.7	-0.6	1.2	-0.3
CCOc1ccc(S(=O)(=O)NCCC(=O)OCC(=O)c2ccc[nH]2)cc1	16.7	-6.7	-19.9	-7.1	2.8	-1.3	-2.8	5.5
COCCN(C(=O)CSc1nc2ccc(C)cc2[nH]1)c1c(N)n(Cc2ccccc2)c(=O)[nH]c1=O	-11.4	1.1	21.4	-10.5	4.9	-1.6	-0.4	0.5
